Screening data (PubChem)
Growth percent in the NCI-60 one-dose screen (48 h, 10 µM unless noted): 100 = growth as untreated, 0 = no growth, -100 = all killed.
OVCAR-4 = OVCAR-4 ovarian cancer cells; 80,000 tested, 3.7% active
UO-31 = UO-31 renal cancer; 81,000 tested, 5.2% active; AID 1794768
IGROV1 = IGROV1 ovarian cancer. 79,000 tested, 4.7% active
SK-OV-3 = SK-OV-3 ovarian cancer cells; 80,000 tested, 3.2% active
OVCAR-5 = OVCAR-5 ovarian cancer; 82,000 tested, 2.9% active; AID 1794783
786-0 = 786-0 renal cancer cells; 81,000 tested, 5.1% active
SN12C = SN12C renal cancer cells | 81,000 tested, 3.8% active | AID 1794767
TK-10 = TK-10 renal cancer cells; AID 1794769; 81,000 tested, 3.9% active
An asterisk follows results filed as active; nt = not tested or not shown. How the source made its calls: active means growth percent below 10; inactive means the rest.

Below each SMILES: OVCAR-4, UO-31, IGROV1, SK-OV-3, OVCAR-5, 786-0, SN12C, TK-10
- CCOC(=O)c1nc(Nc2ccc(C(C)=O)cc2)sc1C
    96, 92, 103, 107, 99, 96, 104, 98
- CS(=O)(=O)N(c1ccccc1[N+](=O)[O-])S(C)(=O)=O
    104, 88, 117, 103, 101, 102, 113, nt
- COc1ccccc1C(=O)CSc1nc(Nc2cccc(S(N)(=O)=O)c2)c2ccccc2n1
    77, 68, 84, 121, 114, 90, 96, 143
- CC(C)NS(=O)(=O)c1cccc([N+](=O)[O-])c1
    116, 91, nt, 114, 98, 101, nt, 107
- COc1cc(-c2nc(-c3ccccc3)[nH]c2-c2ccnc(NCCCNS(=O)(=O)c3ccc(F)cc3)n2)ccc1Cl
    89, 86, 96, 108, 134, 77, 92, 102
- Cn1cc(-c2ccc3nc(-c4ccc(CC(=O)ONc5cc(C(C)(C)C)on5)cc4)cnc3c2)cn1
    35, 21, 10, -17*, 66, 23, 26, 21
- O=C1CCSC2=NCCN12
    116, 97, 123, 115, 107, 112, 102, 107
- Nc1nc(O)c(/C=C2/C(C(=O)O)=Nc3ccc(Cl)cc32)s1
    104, 75, 110, nt, 106, 106, 111, 110
- CC(C)CCn1cnc2c(=S)nc(N)[nH]c21
    106, 94, 110, nt, 100, 101, 94, 93
- CC(CC(O)CCCN(C)C)CC(C)(C)C (stereo not given)
    116, 91, 104, 103, 103, 113, 101, 107
- COc1ccc(-n2c(N)c(C(=O)NCCN3CCOCC3)c3nc4ccccc4nc32)cc1OC
    78, 44, 50, 84, 82, 69, 54, 80
- CC(O)COC1CCCCC1 (stereo not given)
    116, nt, 113, 101, 103, nt, 105, 105
- O=Cc1cncc(-c2ccc3ncnc(N4CCc5cc(F)c(Cl)cc54)c3c2)c1
    43, 11, -41*, 4.6*, 28, 18, 23, 4.7*
- N#C/C(=C/c1ccccc1)c1nnc(NC(=O)c2ccc(-n3c(=O)[nH]c4ccccc4c3=O)cc2)s1
    103, 77, 113, 114, 112, 111, 94, 111
- CC1CN=C(c2ccc(NC(=O)Nc3ccc(C4=NCCN4)cc3)cc2)N1 (stereo not given)
    80, 65, 76, 94, 83, 77, 78, 87
- Cc1cccc(Cl)c1NC(=O)CCCl
    113, 88, 112, 94, 106, 109, 100, 108
- Cc1ccc(/C=C(\C#N)C(=O)Nc2ncc(Cc3cc(Cl)ccc3Cl)s2)o1
    1.2*, 32, 72, 62, 70, 47, 59, 44
- N#C/C(=C\c1ccc2c(c1)OCO2)n1nnc2cc(F)c(F)cc21
    65, 61, 72, 84, 97, 89, 68, 101
- C/C(=N\NC(=O)Cn1c(C(C)C)nc2ccccc21)c1ccccc1C
    101, 83, 108, 89, 101, 98, 91, 97
- C[C@H](c1c(F)cccc1F)n1nnc(C(N)=O)c1C(N)=O
    107, 82, 105, 104, 103, 98, 102, 93
- CCCCCCCC(=O)Oc1ccc(Br)cc1
    104, 91, 100, 109, 101, 110, 101, 108
- O=C1C(c2cccc3ccccc23)=C(c2c[nH]c3c(F)cccc23)C(=O)N1O
    110, 71, 71, 83, 94, 85, 94, 131
- Cc1[nH]c(=O)[nH]c(=O)c1Br
    117, 105, 147, 115, 114, 107, 98, 114
- O=c1[nH]c(CCc2c[nH]c3ccccc23)nc2ccccc12
    98, 62, 82, 104, 112, 104, 97, 133
- O=c1[nH]nc(-c2ccc(Cl)c(Cl)c2)cc1Cc1ccccc1[N+](=O)[O-]
    97, 78, 104, 101, 102, 104, 99, 107
- CC(C)n1nc(C#Cc2cccc3cc(-c4cccc(C(F)(F)F)c4)ncc23)c2c(N)ncnc21
    79, 82, 72, 91, 86, 89, 86, 85
- O=C(N/N=C/c1ccc(Cl)cc1)c1ccc(NC(=O)c2ccccn2)cc1
    -78*, 0.7*, 31, 54, 68, 4.4*, 38, 47
- CC(=O)O[C@@H]1/C=C/C(=O)N[C@@H](C)CCC/C=C/[C@@H]2CCC[C@H]21
    109, 94, nt, 103, 88, 101, 102, 112
- C/C(=N\NC(=O)c1ccncc1)c1ccc(O)cc1O
    30, 16, nt, 51, 69, 43, 46, 37
- COc1cccc(NC(=O)N2CCN(c3nc(-c4ccc(C)cc4)nc4ccccc34)CC2)c1
    85, 59, 84, 88, 85, 70, 85, 69

22 of the compounds above, as tab-separated lines:
SMILES	OVCAR-4	UO-31	IGROV1	SK-OV-3	OVCAR-5	786-0	SN12C	TK-10
CCOC(=O)c1nc(Nc2ccc(C(C)=O)cc2)sc1C	96	92	103	107	99	96	104	98
CS(=O)(=O)N(c1ccccc1[N+](=O)[O-])S(C)(=O)=O	104	88	117	103	101	102	113	nt
COc1ccccc1C(=O)CSc1nc(Nc2cccc(S(N)(=O)=O)c2)c2ccccc2n1	77	68	84	121	114	90	96	143
CC(C)NS(=O)(=O)c1cccc([N+](=O)[O-])c1	116	91	nt	114	98	101	nt	107
COc1cc(-c2nc(-c3ccccc3)[nH]c2-c2ccnc(NCCCNS(=O)(=O)c3ccc(F)cc3)n2)ccc1Cl	89	86	96	108	134	77	92	102
Cn1cc(-c2ccc3nc(-c4ccc(CC(=O)ONc5cc(C(C)(C)C)on5)cc4)cnc3c2)cn1	35	21	10	-17*	66	23	26	21
O=C1CCSC2=NCCN12	116	97	123	115	107	112	102	107
Nc1nc(O)c(/C=C2/C(C(=O)O)=Nc3ccc(Cl)cc32)s1	104	75	110	nt	106	106	111	110
CC(C)CCn1cnc2c(=S)nc(N)[nH]c21	106	94	110	nt	100	101	94	93
CC(CC(O)CCCN(C)C)CC(C)(C)C (stereo not given)	116	91	104	103	103	113	101	107
COc1ccc(-n2c(N)c(C(=O)NCCN3CCOCC3)c3nc4ccccc4nc32)cc1OC	78	44	50	84	82	69	54	80
CC(O)COC1CCCCC1 (stereo not given)	116	nt	113	101	103	nt	105	105
O=Cc1cncc(-c2ccc3ncnc(N4CCc5cc(F)c(Cl)cc54)c3c2)c1	43	11	-41*	4.6*	28	18	23	4.7*
N#C/C(=C/c1ccccc1)c1nnc(NC(=O)c2ccc(-n3c(=O)[nH]c4ccccc4c3=O)cc2)s1	103	77	113	114	112	111	94	111
CC1CN=C(c2ccc(NC(=O)Nc3ccc(C4=NCCN4)cc3)cc2)N1 (stereo not given)	80	65	76	94	83	77	78	87
Cc1cccc(Cl)c1NC(=O)CCCl	113	88	112	94	106	109	100	108
Cc1ccc(/C=C(\C#N)C(=O)Nc2ncc(Cc3cc(Cl)ccc3Cl)s2)o1	1.2*	32	72	62	70	47	59	44
N#C/C(=C\c1ccc2c(c1)OCO2)n1nnc2cc(F)c(F)cc21	65	61	72	84	97	89	68	101
C/C(=N\NC(=O)Cn1c(C(C)C)nc2ccccc21)c1ccccc1C	101	83	108	89	101	98	91	97
C[C@H](c1c(F)cccc1F)n1nnc(C(N)=O)c1C(N)=O	107	82	105	104	103	98	102	93
CCCCCCCC(=O)Oc1ccc(Br)cc1	104	91	100	109	101	110	101	108
O=C1C(c2cccc3ccccc23)=C(c2c[nH]c3c(F)cccc23)C(=O)N1O	110	71	71	83	94	85	94	131

(list continues)
Below each SMILES: OVCAR-4, UO-31, IGROV1, SK-OV-3, OVCAR-5, 786-0, SN12C, TK-10
- CC(=O)COc1ccc(/C=C2\CCC/C(=C\c3ccc(OCC(C)=O)cc3)C2=O)cc1
    92, 61, 82, nt, 104, 95, 83, 112
- CC(=O)CC(=O)c1cccs1
    104, 91, 122, nt, 104, 106, 103, 121
- CN1CCN(CCCOC(=O)c2c3c(n4ccccc24)C(=O)c2ncccc2C3=O)CC1
    -12*, -81*, 4.1*, -46*, -4.4*, 1.4*, -66*, 3.8*
- Nc1nc(N)c(-c2ccc(Cl)cc2)c(/C=C/c2ccc([N+](=O)[O-])cc2)n1
    77, 42, 22, 114, 108, 99, 94, 109
- O=C1Nc2cc(-c3cccc(O)c3)ccc2/C1=C/c1ccc[nH]1
    25, -1.6*, 8.8*, 3.5*, 19, 15, 16, 16
- CN1C(C(=O)Nc2ccccn2)=C(O)c2sccc2S1(=O)=O
    102, 79, 100, 104, nt, 97, nt, 112
- CC1C=CC(C2OCCO2)C2C(=O)C=CC(=O)C12 (stereo not given)
    97, 84, 112, 111, 119, 109, 103, 108
- O=C1CCC(C(=O)NNCCO)N1 (stereo not given)
    110, 90, 110, 114, 111, 106, 100, 101
- COc1ccc2c(C3=C(c4cn(C)c5ccccc45)C(=O)N(O)C3=O)coc2c1
    108, 66, 90, 104, 100, 92, 97, 136
- COc1ccc(/C=N/N2C(=O)c3ccccc3C2=O)cc1OC
    117, 90, 105, 97, 106, 105, 83, 93
- Cc1cc(O)c(C(C)C)cc1Cl
    109, 90, 112, 101, 105, 101, 104, 98
- N#Cc1cnn(C(=O)c2ccccc2Br)c1NC(=O)c1ccc(Br)cc1
    101, 87, 114, 89, 101, 92, 107, 101
- O=C1CCC(C(=O)NNc2ccc(Cl)cc2)N1 (stereo not given)
    81, 48, 91, 81, 86, 92, 96, 93
- COc1ccc2nc(C)sc2c1
    98, 84, 116, 114, 96, 97, nt, 110
- C=C1[C@@]2(C)CC(C)=C[C@]1(C(=O)OC)[C@]1(C)CCC3C(C)(C)[C@@H](O)CC[C@]3(C)C1C2 (stereo not given in full)
    109, 88, 105, 122, 105, 104, 94, 108
- CC12CC[C@@H]3[C@]4(C)COC(c5c(F)cccc5F)O[C@@H]4CC[C@@]3(C)[C@@H]1CC(C1=CCOC1=O)O2 (stereo not given in full)
    70, 76, 79, 77, 86, 47, 67, 94
- CCOC(=O)C1CC(O)CN1C (stereo not given)
    110, 98, 124, 104, 104, 104, 113, 118
- Cn1c(O)c(N=NC(N)=O)c2cc(Br)cc(Br)c21
    67, 64, 78, 95, 91, 100, 78, 118
- COC(=O)c1ccc(C(C)(C)C)cc1
    115, 94, 112, 100, 105, 105, 112, 109
- C=CCc1c2c(c(OC)c3ccoc13)C(=O)/C(=C/c1ccccc1)O2
    78, 96, nt, 86, 101, 106, 99, 85
- COc1cc(C(=O)c2c(N)c(C#N)cn2-c2ccc(Cl)cc2Cl)cc(OC)c1OC
    106, 80, 96, 111, 96, 98, 106, 97
- CCOc1cc([N+](=O)[O-])c(OCC)cc1Cl
    113, 100, 122, 110, 97, 103, 106, nt
- O=Cc1c[nH]c2nccnc12
    91, 78, 99, 85, 110, 97, 109, 107
- N#C/C(=C\c1ccco1)C(=O)Nc1ncc(Cc2ccc(Cl)cc2)s1
    94, 78, 92, 106, 99, 91, 96, 92
- COc1ccccc1NCC(=O)Nc1ncc(Cc2ccccc2)s1
    81, 76, 78, 86, 74, 97, 97, 66
- CCCCN(CCCC)C(=N)c1c2ccccc2nc2ccccc12
    89, 59, 81, 77, 90, 85, 94, 76
- O=C1C=CC(=O)N1c1cccc2c1CCCC2
    102, 88, 98, 99, 103, 105, 97, 102
- COc1ccc(C(=O)c2sc3nc4c(c(-c5cccnc5)c3c2N)CCCC4)cc1OC
    74, 64, 117, 104, 86, 87, 70, 90
- COc1cc(C(C2=C(O)c3ccccc3C(=O)C2=O)C2=C(O)c3ccccc3C(=O)C2=O)cc(OC)c1OC
    124, 66, 99, 105, 122, 98, 106, 109
- O=C(/C=C/c1ccccc1)c1ccc(Br)cc1
    102, 104, 100, 118, 99, 85, 107, 97

Whole records from above.
`CC1C=CC(C2OCCO2)C2C(=O)C=CC(=O)C12` (stereo not given) is listed as OVCAR-4 = 97; UO-31 = 84; IGROV1 = 112; SK-OV-3 = 111; OVCAR-5 = 119; 786-0 = 109; SN12C = 103; TK-10 = 108
`O=C(/C=C/c1ccccc1)c1ccc(Br)cc1` is listed as OVCAR-4 = 102; UO-31 = 104; IGROV1 = 100; SK-OV-3 = 118; OVCAR-5 = 99; 786-0 = 85; SN12C = 107; TK-10 = 97

Continued.
Below each SMILES: OVCAR-4, UO-31, IGROV1, SK-OV-3, OVCAR-5, 786-0, SN12C, TK-10
- CCOP(=O)(OCC)C(NC(=O)c1ccc(C)cc1)C1=NCCS1 (stereo not given)
    111, 83, 100, 102, 101, 105, 99, 100
- C/C(Cc1ccc(Cl)cc1)=C(\c1ccc(O)cc1)c1ccc(Cl)cc1
    89, 85, 97, 112, 93, 90, 95, 95
- Cc1nn(-c2ccc(Cl)cc2)c2nc(CN3CCN(c4cc5c(cc4F)c(=O)c(C(=O)O)cn5C4CC4)CC3)[nH]c(=O)c12
    70, 44, 47, 71, 88, 90, 66, 95
- CCOP(=O)(OCC)c1nc(-c2ccccc2)oc1NCc1ccc(F)cc1
    104, 79, 87, 110, 92, 102, 99, 102
- CC1CNC(=S)N(c2ccc(F)cc2)C1=O (stereo not given)
    95, 91, 120, 108, 108, 105, 93, 100
- Cc1ccc(C(c2c(O)c3cc(Br)ccc3[nH]c2=O)c2c(O)c3cc(Br)ccc3[nH]c2=O)cc1
    82, 59, 90, 86, 104, 93, 95, 106
- Cc1noc(C)c1-c1ccc(=O)n(Cc2cccc3cccnc23)n1
    88, 71, 107, 99, 96, 72, 89, 98
- N#Cc1ccc(S(=O)(=O)Nc2cccc3[nH]cnc23)cc1
    98, 75, 105, 98, 97, 108, 90, 95
- FC(F)(F)c1cc(-c2nnc3n2NC(=NCC2CC2)CS3)cc(C(F)(F)F)c1
    105, 88, 120, 112, 113, nt, 106, 130
- CCOC(=O)c1c(-c2ccccc2Cl)c(C#N)c(=O)n(-c2cccc(C(F)(F)F)c2)c1N
    106, 88, 98, 100, 90, 100, 96, 85
- CC(=O)Nc1nc(NC(C)=O)nc(-c2ccccc2)n1
    101, 94, 112, 95, 103, 112, 104, 101
- O=C1CCc2ccc(CCCl)cc2O1
    122, 82, 120, 122, 90, 105, 106, 102
- COc1ccc(C2=NN(C(=O)c3cc(-c4ccccc4)nc4ccccc34)C(c3cc(-c4ccccc4)nn3-c3ccccc3)C2)cc1OC (stereo not given)
    90, 73, 74, 64, 96, 86, 84, 93
- COc1ccc2nc3cc(Cl)ccc3c(N3CCN(c4ccnc(Nc5ccc(F)cc5)n4)CC3)c2c1
    65, 56, 87, 111, 95, 70, 71, 66
- COC(=O)/C=C1/SC(=NCc2ccccc2)N(CCc2c[nH]c3ccccc23)C1=O
    78, 73, 92, 111, 110, 89, 85, 129
- O=C1c2c(O)ccc([N+](=O)[O-])c2C(=O)c2c([N+](=O)[O-])ccc(O)c21
    71, 88, 96, 104, 103, 94, 82, 102
